Source: PubChem (several laboratories)
Peg3 prom inh – inhibitors of Peg3 promoter; actives 1.7% (n = 360,000); inhibition, % at 20 µM; HeLa PEG-Prom luciferase reporter, luminescence, overnight; AID 588405;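 active = inhibition of at least 50% at 20 µM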
TRPM1 prom inh – MITF TRPM1 promoter inhibition in SK-MEL-5 cells; inhibition, % at 12.5 µM; AID 488899; actives 0.83% (n = 330,000); SK-MEL-5 TRPM1 promoter luciferase, 24 h;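 active = mean inhibition across replicates of 60% or more, whatever share of single replicates reaches that level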; note: values of inactives mirror those of a sister screen read the other way
Shn3 3UTR inh – reduces Shn3 3'UTR luciferase signal in osteoblasts; Clone20 osteoblast Shn3 3'UTR firefly luciferase, 24 h; inhibition, % at 12.5 µM; actives 0.52% (n = 360,000); AID 588674;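 active = mean inhibition of at least 75% with every replicate also reaching 75%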;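 note: 0% = median of neutral control wells and 100% = pilot-screen positive control compound; some compounds past the cut are filed as inactive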
CaV13 ICDI inh – Disruptors of the CACNA1D IQ motif to Ca2+-dependent inactivation inhibitor domain association, primary screening, Förster resonance energy transfer in intact living …; HEK cells, CFP/YFP FRET ICDI-IQ, plate reader, 10 min; percent FRET-ratio fall versus neutral wells; inhibition, % at 12.3 µM; actives 0.098% (n = 340,000); AID 743397;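 active = mean replicate inhibition of at least 30% and at least 1% of replicates passing that level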;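 note: 0% = median of the neutral control wells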
Vif imaging – inhibitors of HIV Vif. HEK293T cells, Vif self-association by quenched fluorescence, imaging, 24 h. inhibition, % at 7.49 µM. actives 0.35% (n = 340,000); in the data active = inhibition above about 50%, passing the limit was not always enough; note: some results filed as inactive read as strong as hits
PDI turbidity – inhibitors of human protein disulfide isomerase; AID 588391; P07237; inhibition, % at 10 µM; actives 0.052% (n = 350,000); PDI insulin aggregation turbidity, A650, 90 min;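 active = mean inhibition across replicates of 30% or more, whatever share of single replicates reach that level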;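 note: absorbance from insulin aggregation driven by PDI reduction with DTT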
Target sequence (P07237 whole entry, looked up): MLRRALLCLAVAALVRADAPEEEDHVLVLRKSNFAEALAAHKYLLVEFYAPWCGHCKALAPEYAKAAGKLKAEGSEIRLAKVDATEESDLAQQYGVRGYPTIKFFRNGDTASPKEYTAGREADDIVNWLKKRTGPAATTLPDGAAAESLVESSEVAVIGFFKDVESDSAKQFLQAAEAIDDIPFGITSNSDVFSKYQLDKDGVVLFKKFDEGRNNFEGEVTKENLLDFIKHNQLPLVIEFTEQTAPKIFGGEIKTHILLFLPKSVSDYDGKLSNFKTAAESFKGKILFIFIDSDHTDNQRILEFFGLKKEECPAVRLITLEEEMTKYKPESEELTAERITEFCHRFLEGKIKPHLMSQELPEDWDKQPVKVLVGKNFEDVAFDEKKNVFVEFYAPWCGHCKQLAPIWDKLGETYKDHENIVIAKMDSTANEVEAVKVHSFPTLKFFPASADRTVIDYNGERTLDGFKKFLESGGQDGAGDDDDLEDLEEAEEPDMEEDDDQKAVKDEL
HIF-2a inh – HIF-2a inhibition | AID 624352 | inhibition, % at 18.8 µM | actives 0.72% (n = 360,000) | 786-0 RCC cells HIF-2a reporter, luciferase luminescence, overnight;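 active = inhibition of the luminescence signal of 40% or more relative to plate controls, in a single-dose primary screen at 18.75 µM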
CF NFkB block – blocks PAF-induced NF-kB reporter in cystic fibrosis cells; KKLEB NF-kB-GFP reporter, GFP fluorescence overnight; inhibition, % at 5 µM; actives 0.86% (n = 360,000);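 active = at least 50% inhibition at 5 µM, scaled per plate between neutral and stimulator controls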;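 note: PAF is a Pseudomonas aeruginosa culture filtrate used as stimulus; plate controls were PAF-stimulated DMSO wells for no effect and unstimulated DMSO wells for full effect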
NR2E3 ag-1 – human photoreceptor-specific nuclear receptor agonism; CHO-S Gal4-NCOR/VP16-NR2E3 two-hybrid, luciferase; actives 0.35% (n = 360,000); AID 602229; inhibition of corepressor binding, % at 3.98 µM;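 active = inhibition above the mean of all tested compounds plus 3 SD, cut at about 70% in these data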;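 note: 0% = DMSO with NR2E3 transfected cells and 100% = cells lacking NR2E3 construct; higher means lower luciferase signal from less NR2E3 corepressor binding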
Target sequence (Q9Y5X4 whole entry, looked up, the tested form may be a part): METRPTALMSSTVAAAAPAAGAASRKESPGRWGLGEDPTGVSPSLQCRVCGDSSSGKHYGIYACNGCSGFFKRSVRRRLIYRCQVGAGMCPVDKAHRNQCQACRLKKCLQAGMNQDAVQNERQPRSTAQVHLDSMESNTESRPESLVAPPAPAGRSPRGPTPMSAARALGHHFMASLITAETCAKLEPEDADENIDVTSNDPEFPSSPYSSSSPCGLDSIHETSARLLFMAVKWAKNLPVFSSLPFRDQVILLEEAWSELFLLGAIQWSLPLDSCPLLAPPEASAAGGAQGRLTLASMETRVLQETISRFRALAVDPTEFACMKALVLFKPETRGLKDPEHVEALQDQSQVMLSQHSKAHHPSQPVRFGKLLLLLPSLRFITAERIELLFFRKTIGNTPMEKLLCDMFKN
KKLEB cytotox – CF airway cell cytotoxicity counter-screen; AID 602141; activity change (cytotoxicity), % at 5 µM; actives 0.36% (n = 360,000); KKLEB CF airway cells viability, ATPlite luminescence, overnight; active compounds read low; cells stimulated with P. aeruginosa culture filtrate;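 active = corrected activity change at or below -50% at 5 µM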
NR2E3 ag-2 – agonists of human nuclear receptor NR2E3; AID 2300; actives 0.12% (n = 320,000); Q9Y5X4; inhibition of corepressor binding, % at 4.78 µM; GST-NR2E3/biotin-RetCOR TR-FRET, 1536-well;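 active = percent inhibition above the cutoff of mean plus 3 SD of all tested compounds, set per screening campaign, cut at about 20% in these data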;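 note: 0% = DMSO wells and 100% = biotin wells as full block of FRET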
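Material: NR2E3–RetCOR corepressor complex / Incubation: Compound–protein incubation for 5 h at 4 °C / Dosing: compound at 4.8 µM, single dose / Detection: time-resolved FRET / Benchmarks: high control biotin, low control 0.6% DMSO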
* marks the source's active call; other numbers are inactive results; / = no result given.

SMILES	Peg3 prom inh	TRPM1 prom inh	Shn3 3UTR inh	CaV13 ICDI inh	Vif imaging	PDI turbidity	HIF-2a inh	CF NFkB block	NR2E3 ag-1	KKLEB cytotox	NR2E3 ag-2
N#Cc1ccccc1S(=O)(=O)N1CCNS(=O)(=O)c2ccccc21	-3	-3	4	-4	/	-2	7	0	-31	-7	/
COc1ccc(-n2c(NCCN(C)C)nc3sc4c(c3c2=O)CCCCC4)cc1	18	-1	-17	-8	5	-1	8	16	4	-18	1
COC(OC)c1ccnc(-c2ccc(OC(=O)c3ccccc3)cc2)n1	-38	-15	-1	-5	20	-7	-34	-12	-13	-8	2
O=C(CSCc1cccc(Br)c1)N/N=C/c1ccc2c(c1)OCO2	7	-19	-19	-10	-6	-1	-1	-6	15	-3	-2
O=C(O)c1cc(-c2ccccc2Cl)n[nH]1	8	-5	-9	/	15	-5	13	-16	13	3	0
COc1ccc(CCC(C)Nc2cccc(F)c2)cc1 (configuration not stated)	-28	-72	-18	-6	/	-4	-61	2	-6	6	-1
Cc1cc(N/C(=N/S(=O)(=O)c2ccc(F)cc2)c2ccccc2)n(-c2ccccc2)n1	5	-5	12	-6	1	-1	7	24	-1	6	-6
CNC(=S)NN(C)c1nc(C)cc(C)n1	0	10	12	-9	-7	-2	12	-2	9	6	-1
O=C(O)C1Cc2ccccc2CN1S(=O)(=O)c1ccccc1 (configuration not stated)	6	-6	4	4	3	1	5	-2	20	11	1
Cc1ccc(S(=O)(=O)N2CCN(C(=O)CN3CCCC3)C2)cc1	9	-11	-4	/	2	11	2	21	20	3	-3
CCc1ccc([C@H]2[C@@H]3C(=O)C[C@@H]4C(=O)N(Cc5ccccc5)C(=O)[C@@H]4[C@@H]3CN2S(=O)(=O)c2ccc(C)cc2)cc1	-16	/	25	-6	/	/	-9	19	2	4	/
CCc1ccc(S(=O)(=O)/N=C2/C=C(Sc3ncn[nH]3)C(=O)c3ccccc32)cc1	102*	70*	98*	/	-1	-22	89*	81*	100*	-42	6
Cc1ccc(CNC(=O)C2CCCCC2C(=O)O)cc1 (configuration not stated)	13	7	-2	-5	-1	2	13	-6	-12	-8	2
Cc1ncn2cc(-c3ccc(Cl)cc3Cl)[nH]c(=O)c12	23	-10	/	-19	2	-11	14	30	-28	-18	-1
O=C(c1ccc(CS(=O)(=O)c2ccc(Br)cc2)o1)N1CCN(C2CCCCC2)CC1	-2	8	7	11	4	3	-4	16	-20	1	4
COc1cc(OC)c(OC)cc1/C=C1\CCC(C2CCCC2)C1=O (configuration not stated)	15	-2	/	-8	8	-7	-20	-1	-11	-14	2
CCN(CC(=O)Nc1ccc(S(=O)(=O)N2CCCCC2)cc1)Cc1ccccc1	17	4	27	-3	-25	-1	-4	-6	30	-6	-2
Cc1ccc(NC(=O)COC(=O)C2CC(=O)N(Cc3ccccc3)C2)cc1F (configuration not stated)	-4	8	-3	-2	-1	1	6	-3	6	9	3
O=C(NCCN1CCCC1)c1ccc2c(c1)N(Cc1ccc(F)cc1)C(=O)c1ccccc1S2=O (configuration not stated)	-8	2	-3	-9	-1	/	11	14	-12	-4	1
C=C(C)c1cccc(C(C)(C)NC(=O)N2CCOCC2)c1	13	27	7	1	-4	-4	6	-4	-30	0	3
CCC(C)(C)n1nnnc1C(c1ccc(C)cc1)N(Cc1ccco1)Cc1cccs1 (configuration not stated)	42	-4	15	-5	/	-4	30	7	9	-6	2
Nc1cccc2c(=O)c3ccccc3[nH]c12	9	18	21	-1	3	1	7	-12	-7	-4	-8
Cc1ccc(C(=O)NC(=S)NCc2cccnc2)cc1C	-23	-2	0	1	-1	-4	-26	-13	12	-7	4
O=C(c1ccc2c(c1)OCCO2)C1CCN(S(=O)(=O)c2ccc(F)cc2)CC1	55*	2	28	-11	-8	16	19	10	10	-2	0
COc1ccc2nc(NC(=O)C3CCCN(S(=O)(=O)c4cccc5nonc45)C3)sc2c1 (configuration not stated)	1	11	19	/	2	-1	4	-15	-15	14	0
COc1ccccc1CN1[C@@H](CC(=O)O)c2cc(F)ccc2S1(=O)=O	2	-1	11	-10	-6	-3	2	-26	7	14	0
Cn1cc(C(=O)N/N=C/c2c(O)ccc3ccccc23)ccc1=O	42	69*	91*	-19	-4	-9	-2	-12	3	-4	-3
COc1cc(CC(=O)OCC(=O)NC2CCCCC2C)cc(OC)c1OC (configuration not stated)	8	-5	-11	-2	-12	-23	11	4	1	-3	1
Nc1nc(NC(=O)c2ccc(Cl)cc2)nn1-c1ccccc1	-45	-12	-2	-3	-5	-5	-40	-6	-19	12	0
OC1(c2ccc3ccccc3c2)CCN(Cc2ccccc2)C1 (configuration not stated)	-45	-3	4	/	14	5	-53	1	-45	-13	3
O=C(CSc1nc2ccccc2c(=O)[nH]1)N1CCN(S(=O)(=O)c2ccccc2)CC1	-27	-9	-4	-8	/	2	-29	13	-6	-7	1
Cc1ccc(CNS(=O)(=O)c2c(C)[nH]c(=O)[nH]c2=O)cc1	14	9	-10	-4	1	4	24	0	-35	5	/
COCCCNC(CC(=O)Nc1ccc(OC)cc1OC)C(=O)O (configuration not stated)	3	5	8	-6	16	10	5	-6	-19	-5	-2
COc1ccccc1-c1cc(NC(C)=O)c2ncc(-c3cccc(C(C)=O)c3)n2c1	33	/	4	-12	/	13	-9	-9	19	1	/
CC(C)CC(OC(=O)CC1Sc2ccccc2NC1=O)C(=O)NC1CCCC1 (configuration not stated)	28	0	6	-7	-3	6	1	-12	-11	2	2
O=C(O)c1ccccc1N1C(=O)C2C3c4ccccc4C(Br)(c4ccccc43)C2C1=O (configuration not stated)	14	16	-3	-7	1	-6	13	2	-6	4	2

An excerpt from above, showing only PDI turbidity:
SMILES | PDI turbidity
COc1ccccc1CN1[C@@H](CC(=O)O)c2cc(F)ccc2S1(=O)=O | -3
COc1ccccc1-c1cc(NC(C)=O)c2ncc(-c3cccc(C(C)=O)c3)n2c1 | 13

Remaining list, next part.
SMILES	Peg3 prom inh	TRPM1 prom inh	Shn3 3UTR inh	CaV13 ICDI inh	Vif imaging	PDI turbidity	HIF-2a inh	CF NFkB block	NR2E3 ag-1	KKLEB cytotox	NR2E3 ag-2
CCOc1ccc(S(=O)(=O)N2CCC(C(=O)Nc3cccc(NC(C)=O)c3)CC2)cc1	-2	14	-4	-8	3	14	9	-1	13	-2	2
Cc1cccc(NC(=O)CN2C(=O)COc3ccc(Cl)cc32)c1C	-25	1	16	-5	1	/	2	22	-45	-1	0
CC1CCCC(NC(=O)c2cc(S(=O)(=O)N3CCOCC3)ccc2F)C1C (configuration not stated)	0	12	-6	-3	-3	-12	1	11	-15	8	2
Cc1cc(=O)[nH]c2c(C)cc(S(=O)(=O)N3CCOCC3)cc12	-9	1	7	/	-5	-6	15	-44	17	14	1
Cc1ccc(NC(=O)C2CCN(S(=O)(=O)c3cccs3)CC2)cc1C	9	6	0	/	7	-7	1	19	-7	-10	-4
Cc1nn(-c2ccccc2)c(C)c1S(=O)(=O)O	18	2	-4	-5	1	0	13	-5	-27	21	2
Nc1nc(NCc2ccco2)nc(Nc2ccccc2)c1[N+](=O)[O-]	9	12	/	-4	-5	8	4	28	4	-17	1
COC(=O)c1ccc(C(=O)OC)c(NS(C)(=O)=O)c1	-2	-12	-38	-3	72*	22	14	2	-5	8	2
O=c1cc(N2CCN(c3ccccc3)CC2)[nH]c(=O)n1C1CCCCC1	2	-9	19	/	41	8	22	13	54	-27	0
O=C(Cn1cccc1C(=O)c1ccccc1)NCc1cccc(Cl)c1	-65	-30	6	-3	7	-4	-145	-7	3	10	-1
COc1ccc(C(=O)Nc2nnc(-c3cccs3)s2)cc1	-131	14	-28	-5	10	4	-185	0	-6	-12	-1
Cc1ccc(OC(F)F)c(NC(=O)Nc2ccc3c(c2)OCO3)c1	-14	2	-2	-3	/	-8	-47	34	-13	-4	0
COc1ccc(N(CC(=O)NCc2ccco2)S(=O)(=O)c2ccc(OC)c(OC)c2)cc1	9	-2	9	-8	-3	2	0	14	4	-19	-2
Cc1ccccc1NS(=O)(=O)c1ccc(C2CNC(=O)C2)cc1 (configuration not stated)	2	4	-6	-6	11	-4	2	6	-10	-7	7

Some of these compounds in order of the CF NFkB block value, rising:
SMILES	Peg3 prom inh	TRPM1 prom inh	Shn3 3UTR inh	CaV13 ICDI inh	Vif imaging	PDI turbidity	HIF-2a inh	CF NFkB block	NR2E3 ag-1	NR2E3 ag-2
Cc1nn(-c2ccccc2)c(C)c1S(=O)(=O)O	18	2	-4	-5	1	0	13	-5	-27	2
Cc1ccccc1NS(=O)(=O)c1ccc(C2CNC(=O)C2)cc1 (configuration not stated)	2	4	-6	-6	11	-4	2	6	-10	7
CC1CCCC(NC(=O)c2cc(S(=O)(=O)N3CCOCC3)ccc2F)C1C (configuration not stated)	0	12	-6	-3	-3	-12	1	11	-15	2
O=c1cc(N2CCN(c3ccccc3)CC2)[nH]c(=O)n1C1CCCCC1	2	-9	19	/	41	8	22	13	54	0
COc1ccc(N(CC(=O)NCc2ccco2)S(=O)(=O)c2ccc(OC)c(OC)c2)cc1	9	-2	9	-8	-3	2	0	14	4	-2
Cc1ccc(NC(=O)C2CCN(S(=O)(=O)c3cccs3)CC2)cc1C	9	6	0	/	7	-7	1	19	-7	-4
Cc1ccc(OC(F)F)c(NC(=O)Nc2ccc3c(c2)OCO3)c1	-14	2	-2	-3	/	-8	-47	34	-13	0

Record cards, as listed above.
COc1ccc(-n2c(NCCN(C)C)nc3sc4c(c3c2=O)CCCCC4)cc1 as listed: Peg3 prom inh = 18; TRPM1 prom inh = -1; Shn3 3UTR inh = -17; CaV13 ICDI inh = -8; Vif imaging = 5; PDI turbidity = -1; HIF-2a inh = 8; CF NFkB block = 16; NR2E3 ag-1 = 4; KKLEB cytotox = -18; NR2E3 ag-2 = 1
O=C(O)C1Cc2ccccc2CN1S(=O)(=O)c1ccccc1 (configuration not stated) as listed: Peg3 prom inh = 6; TRPM1 prom inh = -6; Shn3 3UTR inh = 4; CaV13 ICDI inh = 4; Vif imaging = 3; PDI turbidity = 1; HIF-2a inh = 5; CF NFkB block = -2; NR2E3 ag-1 = 20; KKLEB cytotox = 11; NR2E3 ag-2 = 1
CCC(C)(C)n1nnnc1C(c1ccc(C)cc1)N(Cc1ccco1)Cc1cccs1 (configuration not stated) as listed: Peg3 prom inh = 42; TRPM1 prom inh = -4; Shn3 3UTR inh = 15; CaV13 ICDI inh = -5; Vif imaging = /; PDI turbidity = -4; HIF-2a inh = 30; CF NFkB block = 7; NR2E3 ag-1 = 9; KKLEB cytotox = -6; NR2E3 ag-2 = 2
